# Screening results as filed in PubChem.
# Gli-Sufu block: antagonists of Gli-Sufu signaling. inhibition, % at 5 µM. 340,000 tested, 0.74% active. Sufu-KO-LIGHT fibroblasts, Gli luciferase reporter luminescence;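 active = inhibition above about 55%, limit read from the data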;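 note: 0% = DMSO-treated cells and 100% = wells with medium but no cells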
# CXCR6 block: inhibitors of human CXCR6 receptor; inhibition, % at 20 µM; 360,000 tested, 0.36% active; O00574; CHO-K1 PathHunter CXCR6 beta-arrestin, luminescence; in the data active = inhibition above about 34%, passing the limit was not always enough;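 note: antagonist mode with CXCL16 agonist at 10 nM final; 0% = 10 nM CXCL16 with DMSO and 100% = unstimulated wells without agonist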
# EBI2 antag: blocks human EBI2 receptor beta-arrestin signaling. inhibition, % at 5 µM. AID 651636. 360,000 tested, 0.81% active. EBI2 beta-arrestin recruitment, luminescence, 7a,25-OHC stimulated; in the data active = inhibition above about 38%;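 note: enzyme fragment complementation signal reports receptor beta-arrestin coupling in cells; 0% = agonist plus DMSO wells and 100% = wells without agonist; some results beyond the cut were filed as inactive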
# Target sequence (P32249 whole entry, looked up, the tested form may be a part): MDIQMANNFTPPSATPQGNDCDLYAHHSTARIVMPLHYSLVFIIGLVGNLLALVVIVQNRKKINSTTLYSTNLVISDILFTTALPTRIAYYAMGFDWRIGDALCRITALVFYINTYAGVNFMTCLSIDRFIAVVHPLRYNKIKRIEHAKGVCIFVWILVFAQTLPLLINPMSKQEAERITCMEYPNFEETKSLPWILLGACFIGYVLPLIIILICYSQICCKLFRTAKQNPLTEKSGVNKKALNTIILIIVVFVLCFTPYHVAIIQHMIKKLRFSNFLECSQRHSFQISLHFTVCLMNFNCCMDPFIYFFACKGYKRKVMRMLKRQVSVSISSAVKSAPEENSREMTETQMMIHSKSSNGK
# 697 NFkB inh: inhibitors of the PMA/ionomycin-induced NF-kB reporter in 697 B cells; 697 B-cell NF-kB luciferase reporter, 16 h; inhibition, % at 4 µM; 330,000 tested, 0.33% active; in the data active = inhibition above about 35%
# APJ antagonist: APJ receptor antagonism. CHO-K1 APJ beta-arrestin complementation, luminescence. inhibition, % at 20 µM. 330,000 tested, 0.32% active;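 active = inhibition above about 40% at 20 µM, limit read from the data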;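 note: cells challenged with 10 nM apelin-13 agonist together with compound; plate controls were apelin-13 plus DMSO wells for no effect and DMSO wells lacking apelin-13 for full effect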
# Target sequence (P35414 whole entry, looked up): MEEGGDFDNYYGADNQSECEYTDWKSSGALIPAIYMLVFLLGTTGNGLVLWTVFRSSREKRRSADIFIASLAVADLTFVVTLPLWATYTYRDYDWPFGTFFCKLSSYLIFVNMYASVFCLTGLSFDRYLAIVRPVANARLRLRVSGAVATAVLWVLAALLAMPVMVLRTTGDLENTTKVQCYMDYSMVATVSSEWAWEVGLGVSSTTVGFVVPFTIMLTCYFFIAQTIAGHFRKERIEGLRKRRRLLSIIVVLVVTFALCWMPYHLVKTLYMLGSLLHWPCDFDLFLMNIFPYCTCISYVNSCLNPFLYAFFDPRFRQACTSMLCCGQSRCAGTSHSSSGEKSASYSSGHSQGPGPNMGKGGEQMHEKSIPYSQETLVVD
# Jurkat NFkB inh: lowers PMA/ionomycin-induced NF-kB signal in Jurkat cells; PMA/ionomycin-induced NF-kB luciferase reporter, luminescence; 330,000 tested, 0.53% active; AID 435003; inhibition, % at 4 µM; in the data active = inhibition above about 50%
# CCR6 antag: CCR6 (human) receptor antagonism; inhibition, % at 20 µM; CHO-K1 CCR6 PathHunter beta-arrestin, luminescence, CCL20-stimulated; 340,000 tested, 0.49% active;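 active = compounds whose inhibition of the agonist-driven luminescence signal at 20 µM reaches about 50%, limit read from the data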;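 note: cells stimulated with CCL20 at 14 nM final; plate controls were DMSO with CCL20 for no effect and DMSO without agonist for full effect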
# UBC13 inh: human UBC13 polyubiquitination inhibition; P61088; UBC13 polyubiquitin chain formation, TR-FRET; inhibition, % at 20 µM; 330,000 tested, 0.47% active; AID 485273; in the data active = inhibition above about 45%, passing the limit was not always enough
# Target sequence (P61088 whole entry, looked up): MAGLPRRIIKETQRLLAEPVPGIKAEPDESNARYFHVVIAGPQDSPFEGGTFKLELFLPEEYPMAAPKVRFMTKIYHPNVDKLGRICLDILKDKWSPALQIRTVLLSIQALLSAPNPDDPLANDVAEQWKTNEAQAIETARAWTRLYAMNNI
# Active calls of the source: *; · = no result given.
# Abbreviations: A = Gli-Sufu block; B = CXCR6 block; C = EBI2 antag; D = 697 NFkB inh; E = APJ antagonist; F = Jurkat NFkB inh; G = CCR6 antag; H = UBC13 inh
Cc1ccc(-c2nc(N=Nc3ccc(O)cc3)n[nH]2)cc1
  A = -18	B = 4	C = 10	D = -40	E = 26	F = -16	G = 38	H = -79

COc1ccc(C(C)=O)cc1CSc1ccc(S(=O)(=O)N2CCCCC2)cn1
  A = 5	B = -2	C = 2	D = 13	E = 0	F = 5	G = 4	H = 3

CCOC(=O)/C(=N\Nc1ccc(Cl)cc1)c1csc(Nc2ccccc2)n1
  A = 17	B = 4	C = 10	D = -27	E = 5	F = -14	G = 5	H = -5

CC(C)CN(C(=O)COC(=O)c1ccc(C#N)cc1)C1CCS(=O)(=O)C1 (stereo unspecified)
  A = 6	B = 0	C = -4	D = 4	E = 8	F = 6	G = 4	H = -3

Cc1nn(C)c(C)c1C1C(C#N)=C(N)Oc2n[nH]c(C)c21 (stereo unspecified)
  A = 0	B = -2	C = -12	D = 1	E = 6	F = 3	G = 13	H = 14

O=C(NCC1CCCO1)c1ccc(/C=N/O)nc1 (stereo unspecified)
  A = 0	B = -7	C = 3	D = 11	E = 12	F = 6	G = -13	H = 7

COc1ccc(C(=O)Nc2ccccc2C(=O)N/N=C/c2ccc(O)c(OC)c2)cc1
  A = 35	B = 10	C = 3	D = -157	E = -5	F = 35	G = -2	H = 2

COc1ccc(Cc2nnc(NC(=O)Nc3ccc(C)cc3)s2)cc1OC
  A = -20	B = -1	C = 10	D = -51	E = 6	F = -28	G = -1	H = 4

C/C(=N\O)c1ccc(Cl)cc1Cl
  A = 1	B = 1	C = 1	D = -2	E = 1	F = -2	G = 5	H = 1

Cc1cc(C)c(S(=O)(=O)NCc2cccs2)cc1C
  A = -3	B = 1	C = 15	D = -11	E = 15	F = 12	G = 15	H = 0

C=CC[C@@H](CC(=O)NCCO)C(=O)NCCOC(=O)[C@@H](CC=C)Cc1ccc(F)cc1
  A = 4	B = 3	C = 2	D = -5	E = 1	F = 5	G = -11	H = -5

CCOc1ccc(CN(C)C(=O)CNC(=O)c2ccccc2)cc1
  A = -2	B = 4	C = -16	D = 19	E = -13	F = 8	G = 14	H = 8

Cc1ccc(-c2nnn(CC(=O)N(CC3CCCO3)C(C(=O)NC3CCCC3)c3ccc(F)cc3)n2)o1 (stereo unspecified)
  A = 14	B = -5	C = 0	D = -3	E = -1	F = 3	G = 2	H = 4

NNC(=O)CC(=O)NC1(Cc2ccc(O)cc2)CCCCC1
  A = -7	B = -5	C = -5	D = 20	E = -8	F = 9	G = 0	H = 2

COc1ccc(NC(=S)NNc2ccc(C(=O)O)cc2)cc1
  A = -9	B = 14	C = 6	D = -34	E = -5	F = -5	G = 17	H = 3

O=C1CN(C(=O)/C=C/c2cccc(Cl)c2)c2ccccc2N1
  A = 3	B = 4	C = 0	D = -3	E = -6	F = 0	G = 12	H = 5

COc1ccccc1CC(=O)N1CCC(n2nccc2NC(=O)C2CCOC2)CC1 (stereo unspecified)
  A = 1	B = 0	C = 3	D = -1	E = 2	F = 3	G = -7	H = -1

O=C(Cn1c(=O)oc2cc(S(=O)(=O)N3CCCC3)ccc21)Nc1ccc(C(F)(F)F)cc1
  A = -2	B = -1	C = -2	D = 14	E = 7	F = -14	G = 6	H = 6

CCSc1nnc(NC(=O)NC(C)(C(F)(F)F)C(F)(F)F)s1
  A = -1	B = -16	C = -3	D = -22	E = -1	F = -7	G = -3	H = 10

CCCOc1c(Br)cc(C(=O)OCC(=O)NC(=O)c2cccn2C)cc1OC
  A = 2	B = -11	C = 7	D = 14	E = 11	F = 11	G = -10	H = -12

C=C1CCN(C(CC(C)C)C(=O)OC)S(=O)(=O)c2ccccc21 (stereo unspecified)
  A = 21	B = 8	C = 4	D = 13	E = 0	F = 7	G = 13	H = 2

NC(N)=NCc1cccc(I)c1
  A = 18	B = -3	C = 1	D = -11	E = 9	F = 8	G = 12	H = -14

Cc1ccc(C23OCCN2CCn2nc4ccccc4c23)cc1 (stereo unspecified)
  A = 4	B = 5	C = -4	D = 7	E = 4	F = -9	G = 1	H = 23

COc1ccc(C2N(C(=O)CN3CCOCC3)CCN2S(=O)(=O)c2ccccc2)cc1 (stereo unspecified)
  A = 1	B = 3	C = -15	D = 13	E = 12	F = 10	G = 0	H = 0

Cc1ccc(NS(=O)(=O)c2ccc3c(c2)CC(=O)N3)cc1F
  A = -5	B = -3	C = -11	D = 13	E = -9	F = -7	G = 0	H = 14

CCOCCCN(C(=O)Cn1nnc(-c2ccc(C)o2)n1)C(C(=O)NCC1CCCO1)c1ccc(F)cc1 (stereo unspecified)
  A = 2	B = -1	C = -1	D = 9	E = -13	F = 3	G = 1	H = 5

CC(C)NC(=O)CSCc1c(F)cccc1Cl
  A = 2	B = -4	C = -8	D = 0	E = 1	F = 7	G = 0	H = 2

Oc1ccc2ccccc2c1CNc1cnc2ccccc2c1
  A = 4	B = -10	C = 3	D = 5	E = -17	F = 1	G = 3	H = 26

COc1ccc(CCNC(=O)CCN2C(=O)C(C)Oc3ccc(C)cc32)cc1OC (stereo unspecified)
  A = -1	B = 5	C = 1	D = 26	E = 0	F = -4	G = 11	H = 4

Cc1ccc(SC[C@H](Cc2ccccc2)N2CCN(CC(C)C)CCC2=O)cc1
  A = -28	B = -8	C = 17	D = -21	E = 1	F = -5	G = 17	H = 9

# In another format: entries from further up
# Every second line gives: Gli-Sufu block	CXCR6 block	EBI2 antag	697 NFkB inh	APJ antagonist	Jurkat NFkB inh	CCR6 antag	UBC13 inh
- NNC(=O)CC(=O)NC1(Cc2ccc(O)cc2)CCCCC1
→ -7	-5	-5	20	-8	9	0	2
- COc1ccc(NC(=S)NNc2ccc(C(=O)O)cc2)cc1
→ -9	14	6	-34	-5	-5	17	3
- O=C1CN(C(=O)/C=C/c2cccc(Cl)c2)c2ccccc2N1
→ 3	4	0	-3	-6	0	12	5
- COc1ccccc1CC(=O)N1CCC(n2nccc2NC(=O)C2CCOC2)CC1 (stereo unspecified)
→ 1	0	3	-1	2	3	-7	-1
- O=C(Cn1c(=O)oc2cc(S(=O)(=O)N3CCCC3)ccc21)Nc1ccc(C(F)(F)F)cc1
→ -2	-1	-2	14	7	-14	6	6
- CCSc1nnc(NC(=O)NC(C)(C(F)(F)F)C(F)(F)F)s1
→ -1	-16	-3	-22	-1	-7	-3	10
- CCCOc1c(Br)cc(C(=O)OCC(=O)NC(=O)c2cccn2C)cc1OC
→ 2	-11	7	14	11	11	-10	-12
- C=C1CCN(C(CC(C)C)C(=O)OC)S(=O)(=O)c2ccccc21 (stereo unspecified)
→ 21	8	4	13	0	7	13	2
- NC(N)=NCc1cccc(I)c1
→ 18	-3	1	-11	9	8	12	-14
- Cc1ccc(C23OCCN2CCn2nc4ccccc4c23)cc1 (stereo unspecified)
→ 4	5	-4	7	4	-9	1	23
- COc1ccc(C2N(C(=O)CN3CCOCC3)CCN2S(=O)(=O)c2ccccc2)cc1 (stereo unspecified)
→ 1	3	-15	13	12	10	0	0
- Cc1ccc(NS(=O)(=O)c2ccc3c(c2)CC(=O)N3)cc1F
→ -5	-3	-11	13	-9	-7	0	14
- CCOCCCN(C(=O)Cn1nnc(-c2ccc(C)o2)n1)C(C(=O)NCC1CCCO1)c1ccc(F)cc1 (stereo unspecified)
→ 2	-1	-1	9	-13	3	1	5
- CC(C)NC(=O)CSCc1c(F)cccc1Cl
→ 2	-4	-8	0	1	7	0	2

# Next entries follow:
SMILES | Gli-Sufu block | CXCR6 block | EBI2 antag | 697 NFkB inh | APJ antagonist | Jurkat NFkB inh | CCR6 antag | UBC13 inh
COc1cc(C(=O)Nc2ccc(Nc3ccccc3)cc2)cc(OC)c1OC | 5 | 1 | 15 | -3 | 3 | 2 | 22 | 6
CCOc1cccc(-c2nn(-c3ccccc3)cc2/C=C(/C#N)C(=O)NCCCn2ccnc2)c1 | 7 | 6 | 40* | -20 | -8 | 0 | 3 | 14
Cc1nc2cc(C(=O)OCC(=O)NC34CC5CC(CC(C5)C3)C4)ccc2n1-c1ccccc1 | -4 | 12 | 16 | 10 | -3 | -1 | 4 | 24
S=C(Nc1ccc(Cl)cc1Cl)N1CCCCC1 | -25 | -9 | -17 | -30 | 3 | -13 | 9 | -7
COC(=O)[C@H](Cc1ccccc1)NC(=O)NCCc1ccc(OC)cc1 | 20 | 1 | -1 | -1 | 15 | 10 | -1 | 4
COc1ccc(N(CC(=O)Nc2cc(C)on2)S(=O)(=O)c2ccc(Cl)cc2)cc1 | 3 | 5 | 11 | 3 | 11 | 0 | 4 | 9
COc1ccccc1N1CCN(CC(=O)Nc2ccc(CN3CCCCC3)cc2)CC1 | 7 | 1 | 14 | -8 | 9 | -2 | 9 | 4
CC(C)(C)c1ccc(S(=O)(=O)N2CCNC(=O)C2)cc1 | -3 | -1 | -7 | 7 | 7 | 3 | 7 | 11
CN(C)S(=O)(=O)c1cccc(-c2cn3cc(Cl)ccc3n2)c1 | -17 | -15 | -7 | -20 | -51 | -34 | -18 | 0
Cc1nc(CSc2nsc(/C=C/N(C)C)c2C#N)cs1 | -18 | -7 | 4 | · | · | · | 4 | ·
CCc1ccc(NC(=O)c2cnc3n(c2=O)CCS3)cc1 | -69 | 1 | -3 | -98 | -15 | -74 | -8 | 5
O=C(O)CCSc1nnc(COc2cccc3ccccc23)n1-c1cccc(Cl)c1 | 1 | -14 | 12 | -18 | -1 | -4 | 12 | -4
Cn1nc(C(=O)NCCc2ccc3c(c2)OCCO3)c2ccccc2c1=O | 0 | -5 | -7 | 20 | 21 | 0 | 11 | 2
CC(=O)Nc1ccc(S(=O)(=O)N(CC(=O)O)Cc2ccccc2)cc1 | 3 | 2 | -6 | 2 | 3 | -6 | -8 | 2
COc1ccc(-c2cc(C(=O)OCC(=O)NC3CC3)c3ccccc3n2)cc1OC | -9 | 0 | -1 | 29 | 8 | -3 | 6 | 7
O=C(NC1(C(F)(F)F)NC(=O)N(C2CCCC2)C1=O)C1CC1 (stereo unspecified) | -12 | -5 | -21 | 11 | -6 | 8 | -1 | -2
COCCNC(=O)c1ccc(S(=O)(=O)N2CCCc3ccccc32)cc1 | 18 | -2 | 2 | 8 | 5 | 19 | 1 | 4
CC(C)C(NS(=O)(=O)c1cccs1)C(=O)N(C)Cc1ccccc1 (stereo unspecified) | -4 | -1 | 1 | -3 | -8 | -2 | 2 | -1
Cc1cccc(NC(=S)NCc2ccc3c(c2)cc(C)n3C)c1C | 3 | 1 | 11 | 13 | 25 | 4 | 17 | 10
CC(C)(C)c1ccc(-c2noc(CNC(=O)c3ccco3)n2)cc1 | -38 | 0 | 4 | -21 | -4 | -17 | 6 | -5
O=C1CN(C(=O)COC(=O)c2cnc(Cl)c(Cl)c2)c2ccccc2N1 | 2 | 2 | -1 | -2 | -4 | -1 | -3 | 2
CC12CCC(C(=O)N3CCCCCC3)(OC1=O)C2(C)C (stereo unspecified) | 3 | -13 | -3 | 8 | 18 | -4 | 15 | 2
Cc1ccc(OCCNC(=O)c2cccc(C)c2)cc1 | -1 | -2 | 38 | -6 | 8 | 6 | 7 | -2
N=C1/C(=C\c2ccc(OC(=O)c3ccc(F)cc3)cc2)C(=O)N=C2SC(N3CCOCC3)=NN12 | -1 | 8 | -5 | 7 | 22 | -9 | 24 | -24
